Mito fusion yeast: inhibitors of mitochondrial division or activators of mitochondrial fusion; S. cerevisiae fusion-defective mutant growth rescue, CellTiterGlo 48 h; Potency, µM (doses to about 46.1 µM), for the others: top-dose growth rescue (activation), actives largely listed as activators; hit rate 0.23% among 320,000; AID 485298;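 further: potency means the concentration at half of the fitted maximal effect; % of control where 0% means no effect; nearly all actives have a fitted effect of over 45% in size; temperature-sensitive fusion mutants such as fzo1-1 at 37 °C on non-fermentable ethanol glycerol medium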
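Luminescent cell viability in 1536-well qHTS format served as the measure of rescued growth in ts fusion-mutant S. cerevisiae cultured on non-fermentable YPEG for 48 hours at 37C.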
Menin-MLL TR inh: menin-MLL binding inhibition, Texas Red mutant peptide; O00255; Menin + Texas Red MLL mutant peptide, fluorescence polarization; Potency, µM (highest dose often 61.6 µM), for the others: at the highest dose FP activity change, negative = inhibition, most hits filed as inhibitors; hit rate 0.23% among 270,000; AID 1768; active means well fitted inhibition curve with a large enough effect in the polarisation, with a control signal flat, not every such curve was filed as active; inconclusive means small, poorly fitted or top-dose-only effect, or effect the other way, or a change in a side signal; inactive means no such curve, though single readings can be large or run the other way; the % refers to the polarisation; further: potency means the concentration at half of the fitted maximal effect; % of control where 0% means no effect; many of its hits are not listed in these tables
Target sequence (O00255 whole entry, looked up): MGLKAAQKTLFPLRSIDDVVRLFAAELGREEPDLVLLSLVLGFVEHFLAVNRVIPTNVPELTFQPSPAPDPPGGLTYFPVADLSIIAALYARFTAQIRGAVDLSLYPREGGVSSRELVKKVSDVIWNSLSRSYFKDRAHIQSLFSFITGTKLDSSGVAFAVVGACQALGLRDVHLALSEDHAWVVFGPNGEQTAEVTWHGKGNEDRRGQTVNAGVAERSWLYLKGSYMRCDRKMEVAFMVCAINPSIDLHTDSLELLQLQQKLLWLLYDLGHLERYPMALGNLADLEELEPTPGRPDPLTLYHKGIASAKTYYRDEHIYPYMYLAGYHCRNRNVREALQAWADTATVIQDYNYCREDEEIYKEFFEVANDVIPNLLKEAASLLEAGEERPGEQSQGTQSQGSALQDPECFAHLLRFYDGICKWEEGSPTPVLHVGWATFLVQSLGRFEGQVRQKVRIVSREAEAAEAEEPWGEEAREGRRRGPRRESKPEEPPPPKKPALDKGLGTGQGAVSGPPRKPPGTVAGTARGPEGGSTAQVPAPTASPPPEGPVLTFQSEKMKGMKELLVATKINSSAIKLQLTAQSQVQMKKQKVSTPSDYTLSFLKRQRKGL
RORgamma inh: blocks mouse ROR gamma transcriptional activity. P51450. Drosophila S2 Gal4-RORgamma UAS-luciferase reporter, 20 h. Potency, µM (highest dose often 53.6 µM), for the others: at the highest dose activity change, negative = inhibition, hits mostly inhibitors. hit rate 5.4% among 310,000. AID 2551; further: potency means the concentration at half of the fitted maximal effect; on the % scale 0 is the no-effect control and ±100 the full control effect; nearly all actives have a fitted effect of over 60% in size
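Using a luciferase readout, inhibitors were identified by reduced reporter activity in Drosophila cells coexpressing a copper-inducible Gal4–ROR gamma fusion and UAS-driven Photinus luciferase, incubated 20 hr after 700 uM copper sulfate.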
FLuc counter: inhibits or activates purified firefly luciferase, miR-21 counter-screen; hit rate 6.9% among 360,000; Potency, µM (titrated, usually from 57.5 µM), inactives show at the highest dose activity change, negative = inhibition, actives largely listed as inhibitors; purified FLuc, Km substrates, luminescence inhibition; P08659;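 further: potency means the concentration at half of the fitted maximal effect; plate controls were vehicle for no effect and reference inhibitor for full effect; nearly all actives have a fitted effect of over 55% in size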
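Biochemical qHTS of compounds, final roughly 60 µM downward over six points, against 10 nM purified firefly luciferase using Km concentrations of substrates (10 uM D-luciferin, 10 uM ATP) in Tris acetate pH 7.5 buffer; luminescence output.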
PKM2 activator: increases activity of human pyruvate kinase M2 | hit rate 0.34% among 260,000 | Potency, µM (top dose mostly 57.5 µM), without a hit: at the highest dose activation, actives largely listed as activators | P14618 | purified PKM2, Kinase-Glo ATP luminescence, activation; response scale: 0% is enzyme alone, no compound; further: potency means the concentration at half of the fitted maximal effect; on the % scale 0 is the no-effect control and ±100 the full control effect; nearly all actives have a fitted effect of over 55% in size
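Purified hPK-M2 (>95%) run at intermediate activity with 0.1 mM ADP and 0.5 mM PEP in 50 mM imidazole pH 7.2, KCl, MgCl2; 1 h room temperature. ATP formed read by Kinase-Glo luminescence; normalized to uninhibited and no-enzyme controls.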
MBNL1 CUG block: blocks human MBNL1 binding to CUG repeat RNA; Q9NR56; TR-FRET MBNL1-His/biotin-(CUG)12 binding, 665/545 ratio; Potency, µM (series often up to 57.5 µM), inactives show at the highest dose activity change, negative = inhibition, hits mostly inhibitors; hit rate 0.036% among 280,000; AID 2675; active means well fitted inhibition curve with a large enough effect in the signal ratio, with a control signal flat, not every such curve was filed as active; inconclusive means small, poorly fitted or top-dose-only effect, or effect the other way, or a change in a side signal; inactive means no such curve, though single readings can be large or run the other way; the % refers to the signal ratio; further: potency means the concentration at half of the fitted maximal effect; on the % scale 0 is the no-effect control and ±100 the full control effect
Target sequence (Q9NR56 whole entry, looked up): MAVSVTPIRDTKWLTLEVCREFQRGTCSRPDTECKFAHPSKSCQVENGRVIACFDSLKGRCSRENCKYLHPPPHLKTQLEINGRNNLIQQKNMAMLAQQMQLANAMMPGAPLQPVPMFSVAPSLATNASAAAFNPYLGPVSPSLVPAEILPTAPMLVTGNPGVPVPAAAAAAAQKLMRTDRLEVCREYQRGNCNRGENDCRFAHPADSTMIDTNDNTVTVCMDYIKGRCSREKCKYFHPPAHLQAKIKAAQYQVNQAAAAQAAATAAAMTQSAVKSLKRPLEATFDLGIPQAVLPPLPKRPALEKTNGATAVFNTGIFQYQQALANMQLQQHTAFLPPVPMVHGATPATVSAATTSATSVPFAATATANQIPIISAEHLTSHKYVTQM
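Compound titration spanned 92 nM–58 uM against the MBNL1-His/biotin-(CUG)12 complex. After 60 min at room temperature with 5 nM streptavidin-XL665 and 0.055 ng/ul terbium anti-His, ratiometric 665/545 nm emission (Ex 340 nm) normalized to controls.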
ELG1 DNA repair: ELG1-dependent DNA repair inhibition; HEK293T ELG1-luciferase reporter, luminescence, 16 h; DNA damage induced by 5-fluorouridine; Potency, µM (top dose mostly 46.1 µM), inactives show at the highest dose activity change, negative = inhibition, hits mostly inhibitors; hit rate 2.3% among 330,000; AID 504467; further: potency means the concentration at half of the fitted maximal effect; on the % scale 0 is the no-effect control and ±100 the full control effect; nearly all actives have a fitted effect of over 55% in size
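Step one: seed 2,000 cells per well. Step two: pin-transfer compound or DMSO alongside 5-fluorouridine. Step three: incubate 16 hr, 37 °C, 5% CO2. Step four: add ONE-Glo, wait 30 min, read luminescence.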
KCNH2 3.1 block: inhibitors of human KCNH2 3.1 potassium channel isoform; activity change, % (tested at about 1.8 µM); hit rate 0.95% among 340,000; U2OS KCNH2 3.1, thallium flux FluxOr; stronger effect = lower value; AID 720553;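 active means maximum activity change below -70%; inconclusive means maximum activity change from -70% to -50%; inactive means maximum activity change above -50%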;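 further: thallium influx rate constant from kinetic fluorescence after stimulation buffer; on the % scale 0 is the no-effect control and ±100 the full control effect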
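We transduce U2OS cells with the mutant 3.1 virus, culture them overnight, load FluxOr with Red40 quencher for 45 min, then add stimulation buffer and read kinetically for 2 min to derive a normalized rate constant.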
VP16 counter: counter-screen for ROR gamma inhibitors: Gal4-VP16 reporter. Drosophila S2 Gal4-VP16 UAS-luciferase, luminescence, 20 h. Potency, µM (titrated, usually from 53.6 µM), without a hit: top-dose activity, negative = inhibition, most hits filed as inhibitors. hit rate 3.5% among 310,000. AID 2546;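 further: Gal4-VP16 expression switched on by copper sulfate through the metallothionein promoter; potency means the concentration at half of the fitted maximal effect; on the % scale 0 is the no-effect control and ±100 the full control effect; nearly all actives have a fitted effect of over 50% in size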
NPC1 prom act: activates the NPC1 promoter | hit rate 2.4% among 320,000 | AID 485313 | Potency, µM (series often up to 9.22 µM), without a hit: top-dose activation, hits mostly activators | Huh7 NPC1 promoter luciferase reporter, 24 h;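 further: potency means the concentration at half of the fitted maximal effect; % of control where 0% means no effect; nearly all actives have a fitted effect of over 60% in size; reporter is driven by a mutant NPC1 promoter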
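Stably transfected Huh7 (NPC1 promoter→luciferase), 1500 cells/well in Opti-MEM + 10% FBS, 2 h settle, then compound 24 h at 37 °C. Luminescence after 10 min with Amplite reagent.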
Rab9 prom act: Rab9 promoter activation; Huh7 Rab9 promoter-luciferase reporter, luminescence, 24 h; Potency, µM (titrated, usually from 9.22 µM), without a hit: at the top dose activation, negative = inhibition, hits mostly activators; hit rate 2.8% among 320,000; further: potency means the concentration at half of the fitted maximal effect; % of control where 0% means no effect; nearly all actives have a fitted effect of over 60% in size
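Using Huh7 cells stably transfected with Rab9 promoter–luciferase, compounds were incubated 24 h at 37 °C, 5% CO2; luciferase luminescence was read 10 min after reagent addition.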
An asterisk follows results filed as active; ? = inconclusive; . = no result given; [ ] = remark or other dose. Unless noted, the call rests on the fitted dose curve; in most records, active means well fitted curve in the direction sought with a large enough effect; inconclusive means small, poorly fitted or top-dose-only effect, or another doubt; inactive means no such curve, though single readings can be large; an effect the other way counts as inactive or inconclusive. The list is partial; count on the stated rates, not on these rows.

SMILES | Mito fusion yeast | Menin-MLL TR inh | RORgamma inh | FLuc counter | PKM2 activator | MBNL1 CUG block | ELG1 DNA repair | KCNH2 3.1 block | VP16 counter | NPC1 prom act | Rab9 prom act
COc1ccc(C(=O)NNC(=O)CSc2nnc(C(C)C)n2C)cc1 | -6% | -1% | 0% | 3% | -10% | -3% | 2% | 8 | ? | -1% | -2%
CC(C)(Oc1ccc(Cl)cc1)C(=O)N(Cc1ccccc1)c1ccccn1 | 8% | -8% | -9%[10 µM] | 0% | -7% | . | -12% | -17 | 1% | -1% | -5%
CS(=O)(=O)N(CC(=O)NCc1ccccc1)Cc1ccc(Cl)cc1 | -1% | -3% | -7% | -1% | 6% | -5% | -9% | -2 | 6% | -3% | -5%
O=C(CCCc1ccccc1)NCc1ccccn1 | -2% | -1% | 5% | 0% | -1% | -2% | ? | 6 | 20% | 2% | 4%
COc1ccc(C(=O)Nc2cccnc2)cc1OC | 2% | 7% | -12% | -1% | -4% | -17% | ? | 0 | 9% | -1% | 6%
COCCN1C(=O)CC(NNC(=O)c2ccc(S(=O)(=O)N3CCCC3)cc2)C1=O (stereo unspecified) | 3% | 0% | 12% | 0% | 5% | -1% | 1% | -3 | 7% | -2% | -2%
O=C(O)c1cn[nH]c1-n1cnnn1 | -2% | 8% | 1% | 1% | 0% | -1% | -2% | 24 | 2% | 16% | 2%
O=C(NCc1ccccc1)C(=O)NCC(c1ccco1)N1CCOCC1 (stereo unspecified) | -5% | 16% | -15% | 0% | 0% | -8% | 20% | 2 | -7% | 1% | -5%
CCN(CC)CCNC(=O)c1ccc(NC(=O)c2ccc3c(c2)CCC3)cc1 | -3% | -19% | 3% | ? | . | -4% | ? | -13 | -14% | 20% | 2%[1.84 µM]
Cc1cc(C(=O)NCc2ccc3c(c2)OCO3)c(C)o1 | 0% | . | 38% | 2% | 13% | . | -2% | 2 | 0% | -1% | -3%
CSc1ccccc1NC(=O)C1CC(c2ccccc2Cl)=NO1 (stereo unspecified) | -1% | -7% | -15% | ? | 4% | -1% | 20% | 0 | 3% | 3% | 14%
Cc1ccc2[nH]c(=O)c3cc(C(=O)N(C)Cc4ccco4)sc3c2c1 | 26% | -10%[11.7 µM] | 22% | ? | -11% | ? | ? | 7 | 11% | 3% | -2%
COc1ccc(NC(=O)c2ccccc2Cl)c(NC(=O)c2ccco2)c1 | 4% | ? | 3% | -10% | 3% | 3% | -16% | -7 | 12% | 3% | 4%
COc1ccc(OCc2cc(C(=O)NCC3(C)COC3)no2)c(Cl)c1 | 0% | -2% | 44% | 19µM* | 2% | 1% | ? | 12 | 23% | ? | ?
O=C(CS(=O)(=O)c1ccccc1Cl)N1CCOCC1 | 1% | . | -13% | -3% | -2% | -10% | 10% | 21 | -7% | -5% | -1%
C/C(=N/OC(=O)c1c(F)cccc1F)c1nccs1 | -3% | 1% | 28% | 4.8µM* | -22% | 2% | ? | -10 | 13%[0.365 µM] | -4% | -1%
CC(=O)c1ccc(NC(=O)C(C)Oc2ccc(N(C)S(=O)(=O)c3ccc(C)cc3)cc2)cc1 (stereo unspecified) | 20% | . | . | 2% | . | . | ? | -7 | . | -2% | -4%
Cc1ccc(NC(=O)COc2ccc(/C=N/NC(=O)CSCc3ccccc3)cc2)cc1 | 2% | -22% | ? | 3% | 1% | -10% | ? | -10 | -1% | 0% | -5%
Cc1ccc(C2CC(C(F)F)n3ncc(C(=O)Nc4c(C)nn(Cc5c(F)cccc5Cl)c4C)c3N2)cc1 (stereo unspecified) | -2% | -18% | 10% | 0% | 1% | ? | -11% | 3 | 2% | -1% | -1%
CC(OC(=O)c1cccs1)C(=O)NCc1ccccc1 (stereo unspecified) | -4% | ? | 0% | 1% | -2% | 0% | 1% | 7 | -2% | 2% | -1%
CCC(C)(C)NC(=O)CN(Cc1ccccc1Cl)C(=O)CCC(=O)Nc1cc(C)ccn1 | -3% | 3% | -9% | -10% | -6% | -2% | 7% | 2 | -18% | -7% | -1%
CC1=NN(c2ccccc2)C(=O)/C1=C\N(O)c1ccccc1 | -1% | ? | 18% | ? | -5% | -1% | -1% | 12 | 1% | -2% | 12%
O=C(NC1CC1)C1CCN(C2CCN(C(=O)Cc3ccc4c(c3)OCO4)CC2)CC1 | -3% | 1% | 10µM* | -2% | 6% | -6% | 19% | -11 | -16% | -3% | 1%
Cc1ccccc1CSCc1ccc(C(=O)NCCCN2CCOCC2)o1 | 1% | ? | -7% | 1% | ? | 3% | 12% | 10 | -13% | -5% | -1%
CN(C(=O)Cn1nnc(-c2cccnc2)n1)C1CCCCC1 | 0% | . | 22% | 6% | -4% | 4% | 10% | 29 | -5% | 1% | -4%

The final 4 records of the section before lead into the next.
SMILES | Mito fusion yeast | Menin-MLL TR inh | RORgamma inh | FLuc counter | PKM2 activator | MBNL1 CUG block | ELG1 DNA repair | KCNH2 3.1 block | VP16 counter | NPC1 prom act | Rab9 prom act
CC1=NN(c2ccccc2)C(=O)/C1=C\N(O)c1ccccc1 | -1% | ? | 18% | ? | -5% | -1% | -1% | 12 | 1% | -2% | 12%
O=C(NC1CC1)C1CCN(C2CCN(C(=O)Cc3ccc4c(c3)OCO4)CC2)CC1 | -3% | 1% | 10µM* | -2% | 6% | -6% | 19% | -11 | -16% | -3% | 1%
Cc1ccccc1CSCc1ccc(C(=O)NCCCN2CCOCC2)o1 | 1% | ? | -7% | 1% | ? | 3% | 12% | 10 | -13% | -5% | -1%
CN(C(=O)Cn1nnc(-c2cccnc2)n1)C1CCCCC1 | 0% | . | 22% | 6% | -4% | 4% | 10% | 29 | -5% | 1% | -4%
Cc1cc(NC(=O)c2noc3c2CCc2ccccc2-3)n(-c2ccccc2)n1 | -2% | -9% | -28% | 9% | 1% | -2% | ? | -42 | -9% | 0% | -11%
Cc1ccc2c(c1)N(CC(=O)N1CCCCC1)C(=O)C(C)O2 (stereo unspecified) | 10% | -13% | -25% | -2% | 1% | 3% | -5% | 17 | 0% | 0% | -4%
C=C1CCC[C@]2(C)C[C@H]3OC(=O)C(CNC(CC)CO)[C@H]3CC12 (stereo partly specified) | 12% | -15% | -20% | 0% | . | -2% | 27% | -13 | 0% | -6% | -3%[1.84 µM]
COc1ccc(S(=O)(=O)N(C)C)cc1NC(=O)COC(=O)CC1CCCC1 | 1% | -3% | 18% | -1% | -5% | -7% | -14% | -15 | 3% | -8% | 0%
COc1cccc(CN2CCN(C(=O)c3ccco3)CC2)c1 | -2% | -23% | 7% | 3% | 1%[11.5 µM] | -14% | -9% | 3 | 3% | -1% | 4%
Nc1nnc(SCC(=O)Nc2nccs2)s1 | 5% | 3% | -20% | 2% | . | -4% | -1% | 2 | 0% | -2% | -1%
COc1ccc(C2CC(c3ccccc3OC(C)=O)=NN2C(C)=O)cc1 (stereo unspecified) | 5% | . | -4% | 2% | ? | 8% | 0% | 4 | -2% | -27% | ?
CSc1nnc(CCNC(=O)OC(C)(C)C)o1 | 2% | . | 27% | -4% | 6% | -6% | -3% | -1 | -9% | -5% | 2%
COc1cccc(-n2nc(C(C)=O)c(=O)[nH]c2=O)c1 | -1% | -4% | 0% | -7% | . | ? | ? | -40 | 10% | 3% | 0%
CC(C)c1ccc(NC(=O)CN2C(=O)NC(C)(C3CC3)C2=O)cc1 (stereo unspecified) | -5% | . | . | . | . | . | 3% | -1 | . | 1% | -8%
CC1=NOC(=O)/C1=C/c1ccc(O)c(Cl)c1 | 1% | 0% | 11µM* | ? | . | 7% | -10% | 2 | 16µM* | 0% | -7%
Cc1nnc2sc(-c3cccc(NC(=O)c4cccnc4)c3)nn12 | -1% | 1% | -32% | 5% | 2% | 0% | 0% | -1 | -10% | -2% | -2%

Screening results from PubChem BioAssay.
